Screening results deposited in PubChem by National Center for Advancing Translational Sciences (NCATS).
ALOX12 inh = ALOX12 (human) lipoxygenase inhibition; purified 12hLO, xylenol orange hydroperoxide absorbance; Potency, µM (series often up to 108 µM), for inactives: at the highest dose activity change, negative = inhibition, actives largely listed as inhibitors; hit rate 1.1% among 580,000; AID 1671190
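Purified human 12hLO at 150 nM in 25 mM Hepes, 0.01% Triton X-100, pH 7.0, preincubated 15 min at room temperature with compound. Reaction started with 40 uM arachidonic acid, 30 min at room temperature. Hydroperoxide measured by Fe-xylenol orange, 573/405 nm absorbance ratio.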
TrxR1 substrate = substrates of rat thioredoxin reductase 1; O89049; AID 588456; purified TrxR1 substrate turnover, NADPH consumption readout; hit rate 0.01% among 390,000; Potency, µM (series often up to 114 µM), for the others: at the top dose activity change, negative = substrate turnover; further: nearly all actives have a fitted effect of over 50% in size
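Rat TrxR1, dispensed at 90 nM, was prereduced with 400 uM NADPH (final) for 5 min at ~22 deg C, then incubated with compound 15 min before 400 uM selenite. A first-read NADPH fluorescence drop versus no-compound background flagged substrates.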
TrxR1 inh = inhibitors of rat thioredoxin reductase 1; recombinant rTrxR1, NADPH fluorescence consumption, selenite substrate; Potency, µM (top dose mostly 114 µM), for the others: at the top dose activity change, negative = inhibition, hits mostly inhibitors; hit rate 1% among 390,000; AID 588453; further: nearly all actives have a fitted effect of over 65% in size
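Rat TrxR1 (90 nM in the dispensed reagent) was pre-reduced with 400 uM NADPH for 5 min at room temperature, then incubated with compound for 15 min. After 400 uM selenite was added, NADPH fluorescence (Ex 340/Em 450 nm) was followed for 8 min.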
Vif-APOBEC3G blk = blocks the Vif interaction with human APOBEC3G | hit rate 0.076% among 410,000 | Potency, µM (highest dose often 46.1 µM), inactives show at the highest dose activity, negative = active, usual class: inhibitors | HeLa A3G-eYFP + Vif (tagged APOBEC3G with the HIV-1 protein that degrades it), YFP fluorescence, overnight | AID 602310;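 further: nearly all actives have a fitted effect of over 60% in size; hits raise eYFP signal because A3G escapes Vif-driven loss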
Target sequence (Q9HC16 whole entry, looked up): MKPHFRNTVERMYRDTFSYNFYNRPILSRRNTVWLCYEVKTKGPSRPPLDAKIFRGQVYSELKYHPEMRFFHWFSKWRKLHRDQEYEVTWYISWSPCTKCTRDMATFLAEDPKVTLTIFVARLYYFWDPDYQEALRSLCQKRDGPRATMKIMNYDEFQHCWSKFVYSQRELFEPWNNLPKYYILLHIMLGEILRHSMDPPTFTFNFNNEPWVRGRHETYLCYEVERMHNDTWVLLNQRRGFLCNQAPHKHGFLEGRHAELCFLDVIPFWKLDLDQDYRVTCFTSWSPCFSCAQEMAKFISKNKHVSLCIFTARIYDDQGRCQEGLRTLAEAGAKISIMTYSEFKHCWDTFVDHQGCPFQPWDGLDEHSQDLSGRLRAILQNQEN
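HeLa cells stably expressing Vif and C-terminally eYFP-tagged A3G, seeded overnight at 37 deg C, then exposed to compound by pintool overnight at 37 deg C. Rise in yellow fluorescence (Ex 488/Em 500-530, Acumen) marks blocked Vif-driven A3G degradation.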
RXFP1 agonist = activates the human relaxin receptor RXFP1; HEK293T-RXFP1 cAMP TR-FRET, 30 min; response scale: percent of porcine relaxin response, buffer zero; Potency, µM (doses to about 57.5 µM), inactives show at the highest dose activation, most hits filed as activators; Q9HBX9; hit rate 0.3% among 370,000; further: nearly all actives have a fitted effect of over 60% in size; many of its hits are not listed in these tables
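HEK293 cells stably expressing RXFP1, treated 30 min at 37C with compounds plus PDE4 inhibitor Ro 20174; cAMP measured by HTRF TR-FRET. Normalized to buffer and 29 nM porcine relaxin; EC50 by Hill fit.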
RGS4 inh = inhibitors of human regulator of G protein signaling 4. P49798. Transcreener GDP fluorescence polarization, RGS4-accelerated GTP hydrolysis. Potency, µM (highest dose often 114 µM), for inactives: at the top dose activity change, negative = inhibition, actives largely listed as inhibitors. hit rate 0.039% among 390,000; further: nearly all actives have a fitted effect of over 75% in size; some results filed as inactive show a strong effect at the top dose
Target sequence (P49798 whole entry, looked up): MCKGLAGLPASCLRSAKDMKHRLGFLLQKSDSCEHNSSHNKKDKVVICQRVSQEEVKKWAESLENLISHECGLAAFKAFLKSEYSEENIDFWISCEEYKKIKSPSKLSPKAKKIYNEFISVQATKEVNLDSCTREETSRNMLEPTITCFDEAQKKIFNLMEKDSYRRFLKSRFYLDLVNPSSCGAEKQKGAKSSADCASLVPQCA
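MLSMR compounds (23 nl, pin-transferred) preincubated 10 min at room temperature with a 500nM (2x) first reagent, then RGS4 at 900nM (2x) plus Transcreener GDP mix added; fluorescence polarization (620/688 nm) read before and after 90 min at 30 °C.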
The depositor's hits bear a star; i = inactive; ? = inconclusive; . = no result given; & = joins results of further samples; [ ] = dose if it differs, or a comment. The call rests on the fitted dose curve; in most records, active means well fitted curve in the direction sought with a large enough effect; inconclusive means small, poorly fitted or top-dose-only effect, or another doubt; inactive means no such curve, though single readings can be large; an effect the other way counts as inactive or inconclusive. On the % scale 0 is the no-effect control and ±100 the full control effect; potency means the concentration at half of the fitted maximal effect. A portion of the library; rates above refer to the full screens.

Key to letters – A = ALOX12 inh; B = TrxR1 substrate; C = TrxR1 inh; D = Vif-APOBEC3G blk; E = RXFP1 agonist; F = RGS4 inh
1	O=c1[nH]c(=S)n(CCC2=CCCCC2)c(O)c1C=NCc1cccnc1
  A = 0%; B = .; C = .; D = .; E = 2.7%; F = .

2	C1=C(c2c[nH]c3ccccc23)CCNC1
  A = 214%[activator]; B = .; C = .; D = .; E = -5.8%; F = .

3	O=C1NC(=O)C(=Cc2ccc3c(c2)OCO3)C(=O)N1
  A = ?; B = .; C = .; D = .; E = 2.5%; F = .

4	C[C@@]1(CO)[C@H](O)CC[C@@]2(C)[C@H]1CC[C@H]1C[C@@H]3C[C@@]12CC[C@]3(O)CO
  A = ?; B = .; C = .; D = .; E = 0.9%; F = .

5	COP(=O)(OC)C(O)C(Cl)(Cl)Cl (centres undefined)
  A = -12%[22.9 µM]; B = .; C = .; D = .; E = -0.4%; F = .

6	COc1ccc2c(c1)c(CCN1CCOCC1)c(C)n2C(=O)c1cccc(Cl)c1Cl
  A = .; B = 4%[57.1 µM]; C = 19%[57.1 µM]; D = .; E = .; F = 13%[56.9 µM]

7	Cc1o[nH]c(=O)c1CC(N)C(=O)O (centres undefined)
  A = .; B = -4%[57.1 µM]; C = -15%[57.1 µM]; D = .; E = .; F = 9%[56.9 µM]

8	Oc1ccc2c3c1O[C@H]1c4oc5ccccc5c4C[C@@]4(O)C(C2)N(CC2CC2)CCC314 (some centres undefined)
  A = .; B = 0%[57.1 µM]; C = ?; D = .; E = .; F = -8%[56.9 µM]

9	N#CCCN
  A = .; B = 3%[57.1 µM]; C = -6%[57.1 µM]; D = .; E = .; F = -6%[56.9 µM]

10	CC(N)c1cccc(Cl)c1Cl (centres undefined)
  A = .; B = 9%[57.1 µM]; C = 20%[57.1 µM]; D = .; E = .; F = -4%[56.9 µM]

11	NCC1OC(O[C@H]2[C@H](O)[C@@H](OC3C(O)C(N)CC(N)C3OC3OC(CO)C(O)C(O)C3N)O[C@@H]2CO)C(N)C(O)C1O (some centres undefined)
  A = .; B = 8%[57.1 µM]; C = 10%[57.1 µM]; D = .; E = .; F = ?

12	CCCn1c(C)c(C(=O)c2ccc3ccccc3c2)c2ccccc21
  A = .; B = 1%[57.1 µM]; C = 11%[57.1 µM]; D = .; E = .; F = 4%[56.9 µM]

13	C[C@H]1C2Cc3ccc(O)cc3[C@]1(C)CCN2CC1CC1
  A = .; B = -1%[57.1 µM]; C = ?; D = .; E = .; F = -2%[56.9 µM]

14	COc1ccc2c(c1)CCC1C2CC[C@@]2(C)C1CC[C@@H]2NCCCCCCN1C(=O)C=CC1=O (some centres undefined)
  A = .; B = 8%[57.1 µM]; C = ?; D = .; E = .; F = -6%[56.9 µM]

15	CCN(CC)c1ncnc2c1ncn2[C@@H]1O[C@H](COP(=O)(O)OP(=O)(O)C(Br)(Br)P(=O)(O)O)[C@@H](O)[C@H]1O
  A = .; B = 7%[57.1 µM]; C = 16%[57.1 µM]; D = .; E = .; F = -23%[56.9 µM]

(next part)
Key to letters – A = ALOX12 inh; B = TrxR1 substrate; C = TrxR1 inh; D = Vif-APOBEC3G blk; E = RXFP1 agonist; F = RGS4 inh
16	CC(C)C[C@H]1C(=O)N2CCC[C@H]2[C@]2(O)O[C@](NC(=O)[C@@H]3C=C4c5cccc6[nH]c(Br)c(c56)C[C@H]4N(C)C3)(C(C)C)C(=O)N12
  A = .; B = -4%[57.1 µM]; C = ?; D = .; E = .; F = ?

17	O=P(O)(O)C(Cl)(Cl)P(=O)(O)O
  A = .; B = 8%[57.1 µM]; C = 19%[57.1 µM]; D = .; E = .; F = 14%[56.9 µM]

18	NC(=O)c1ccc(OCC(O)CN2CC=C(c3ccc(F)cc3)CC2)cc1 (centres undefined)
  A = .; B = 1%[57.1 µM]; C = 9%[57.1 µM]; D = .; E = .; F = 4%[56.9 µM]

19	C=CCN1CC[C@]23c4c5ccc(O)c4O[C@@H]2/C(=N/N=C2\CC[C@@]4(O)C6Cc7ccc(O)c8c7[C@@]4(CCN6CC=C)[C@@H]2O8)CC[C@@]3(O)C1C5
  A = .; B = 17%[57.1 µM]; C = 20µM*; D = .; E = .; F = ?

20	Ic1ccccc1CNC1C2CCN(CC2)C1C(c1ccccc1)c1ccccc1 (centres undefined)
  A = .; B = 3%[57.1 µM]; C = -10%[57.1 µM]; D = .; E = .; F = ?

21	ClCCN(CCCl)c1ccc(C=Nc2ccc(/C=C/c3ccnc4ccccc34)cc2)cc1
  A = .; B = -14%; C = -3%; D = -17%; E = .; F = .

22	N#Cc1c(Cl)c(Cl)c(Cl)c(C#N)c1Cl
  A = .; B = 1%; C = 0.28µM*; D = ?; E = .; F = .

23	CC1OC(O[C@H]2C[C@@H](O)[C@]3(CO)[C@H]4[C@H](O)C[C@]5(C)[C@@H](C6=CC(=O)OC6)CC[C@]5(O)[C@@H]4CC[C@]3(O)C2)C(O)C(O)C1O (some centres undefined)
  A = .; B = 4%; C = 6%; D = -1%; E = .; F = .

24	c1ccc2nc3ccccc3cc2c1
  A = .; B = 34%[activator]; C = 10%; D = -22%; E = .; F = .

25	Cn1ncc2c(NCc3ccco3)ncnc21
  A = .; B = 5%; C = ?; D = 0%; E = .; F = .

26	ClCCN(CCCl)c1ccc(C=Nc2ccc(/C=C/c3ccncc3)cc2)cc1
  A = .; B = -14%; C = -3%; D = -7%; E = .; F = .

27	c1ccc(CCN2CCCC2)cc1
  A = .; B = 7%; C = 14%; D = 0%; E = .; F = .

28	c1cc2c3c(cccc3c1)CC2
  A = .; B = 6%; C = 10%; D = -2%; E = .; F = .

29	CNC(=O)O/N=C/C(C)(C)S(C)=O (centres undefined)
  A = .; B = 6%; C = 10%; D = -1%; E = .; F = .

30	COc1cc([N+](=O)[O-])cc([N+](=O)[O-])c1N
  A = .; B = -8%; C = -14%; D = 3%; E = .; F = .

Carrying on.
Key to letters – A = ALOX12 inh; B = TrxR1 substrate; C = TrxR1 inh; D = Vif-APOBEC3G blk; E = RXFP1 agonist; F = RGS4 inh
31	O=C(CN1CCOCC1)c1cccc([N+](=O)[O-])c1
  A = .; B = 5%; C = ?; D = 2%; E = .; F = .

32	COC1=C(C)C(=O)c2c(c(COC(N)=O)c3n2C[C@@H]2[C@@H]3N2C)C1=O (some centres undefined)
  A = .; B = 2%; C = ?; D = 1%; E = .; F = .

33	CCN(CC)CCO[C@H]1CC[C@@]2(C)C(=CC[C@@H]3[C@H]2CC[C@]2(C)C(=O)CC[C@H]32)C1
  A = 0%; B = .; C = .; D = .; E = .; F = -2%[56.9 µM]

34	C[C@@H]1O[C@H](O[C@@H]2C[C@@H](O)[C@]3(CO)[C@H]4[C@H](O)C[C@]5(C)[C@@H](C6=CC(=O)OC6)CC[C@@]5(O)[C@@H]4CC[C@]3(O)C2)[C@@H](O)[C@H](O)[C@H]1O
  A = 257%[activator]; B = .; C = .; D = .; E = .; F = 27%[56.9 µM]

35	c1ccc(C[C@@H](c2ccccc2)N2CCCCC2)cc1
  A = ?; B = .; C = .; D = .; E = .; F = i

36	C[C@H](N)Cc1cnc[nH]1
  A = ?; B = .; C = .; D = .; E = .; F = 0%[56.9 µM]

37	C[C@@H](Cc1ccc(OCC(=O)O)cc1)NC[C@H](O)c1cccc(Cl)c1
  A = 271%[activator]; B = .; C = .; D = .; E = .; F = -156%[56.9 µM]

38	NCCc1cccc(O)c1
  A = -8%&16%; B = .; C = .; D = .; E = .; F = .

39	CC1(C)[C@@H](O)C[C@H]2[C@](C)(O)[C@@H]3CC[C@H]4[C@@H](O)[C@@]3(C[C@@H](O)[C@@]21O)C[C@@]4(C)O
  A = 0%[176 µM]; B = .; C = .; D = .; E = .; F = i

40	CCCCC/C=C\C/C=C\CCCCCCCC(=O)NCCO
  A = -4%[12.5 µM]; B = .; C = .; D = .; E = .; F = ?

41	O=c1ccc2[nH]cc(C3=CCNCC3)c2[nH]1
  A = ?; B = .; C = .; D = .; E = .; F = i

42	CC(CN)CC(=O)O (centres undefined)
  A = -13%; B = .; C = .; D = .; E = .; F = 10%[56.9 µM]

43	CC=C(C)C(=O)O[C@H]1C(C)=C2[C@@H]3OC(=O)[C@@](C)(O)[C@@]3(O)[C@@H](OC(=O)CCC)C[C@](C)(OC(C)=O)[C@@H]2[C@@H]1OC(=O)CCCCCCC
  A = ?; B = .; C = .; D = .; E = .; F = i

44	C[C@@H](C(=O)OC1C[C@H]2CC[C@@H](C1)N2C)c1ccc(Br)cc1 (some centres undefined)
  A = -8%; B = .; C = .; D = .; E = .; F = .

45	C#CCN1C(C)=C(C(=O)CCO)[C@@H](c2cccc(-n3oo3)c2)C(C(=O)OC)=C1C
  A = 245%[activator]; B = .; C = .; D = .; E = .; F = .

46	CN(CC(=O)N[C@H](CO)Cc1ccccc1)C(=O)[C@H](CCS(C)=O)NC(=O)[C@@H](N)Cc1ccc(O)cc1 (some centres undefined)
  A = 8%[12.5 µM]; B = .; C = .; D = .; E = .; F = i

47	C[C@@H]1OC(=O)[C@H]2C[C@H]3CCCC[C@@H]3[C@@H](/C=C/[C@H]3CCC[C@H](C)N3C)[C@@H]12
  A = 4%; B = .; C = .; D = .; E = .; F = 140%[activator][56.9 µM]

48	O=CN1CCCCC1C1CC[C@H]2CCCCN2C1 (some centres undefined)
  A = 14%; B = .; C = .; D = .; E = .; F = i
